Screening results from PubChem.
Furin inh: human furin inhibition; P09958; purified furin, fluorogenic substrate cleavage; inhibition, % at 30 µM; actives 0.061% (n = 220,000); in the data active means inhibition above about 25%; further: inactives centre near -15
FXIa inh: inhibitors of human coagulation factor XIa | P03951 | purified FXIa, Boc-Glu-Ala-Arg-AMC fluorogenic substrate | inhibition, % at 5 µM | actives 0.14% (n = 220,000);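 active means inhibition of at least 40%; inactive means inhibition below 40%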;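 further: fluorescence of freed AMC excited at 355 nm; 0% = enzyme without compound and 100% = no enzyme blank; many of its hits are not listed in these tables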
KLK5 inh: blocks human kallikrein 5 protease activity; Q9Y337; recombinant hK5, fluorogenic AMC substrate cleavage; inhibition, % at 5 µM; actives 0.59% (n = 210,000);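 active means inhibition of 40% or more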;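 further: 0% = enzyme controls without compound and 100% = no-enzyme blanks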
Target sequence (Q9Y337 67-293 limits assumed): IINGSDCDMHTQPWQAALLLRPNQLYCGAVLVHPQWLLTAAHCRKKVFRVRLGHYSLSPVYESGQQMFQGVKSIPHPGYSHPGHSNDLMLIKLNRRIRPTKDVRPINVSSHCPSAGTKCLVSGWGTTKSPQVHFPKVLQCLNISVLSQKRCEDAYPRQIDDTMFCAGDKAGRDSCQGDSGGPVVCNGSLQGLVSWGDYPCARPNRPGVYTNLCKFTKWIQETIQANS
FXIIa inh 1536: blocks human coagulation factor XIIa protease activity; purified FXIIa, Boc-QGR-AMC fluorogenic substrate, 2 h; inhibition, % at 5 µM; AID 800; actives 0.3% (n = 220,000); in the data active means inhibition above about 40%;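 further: 0% = enzyme with no compound and 100% = blank without enzyme; many of its hits are not listed in these tables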
Target sequence (P00748 20-372 limits assumed): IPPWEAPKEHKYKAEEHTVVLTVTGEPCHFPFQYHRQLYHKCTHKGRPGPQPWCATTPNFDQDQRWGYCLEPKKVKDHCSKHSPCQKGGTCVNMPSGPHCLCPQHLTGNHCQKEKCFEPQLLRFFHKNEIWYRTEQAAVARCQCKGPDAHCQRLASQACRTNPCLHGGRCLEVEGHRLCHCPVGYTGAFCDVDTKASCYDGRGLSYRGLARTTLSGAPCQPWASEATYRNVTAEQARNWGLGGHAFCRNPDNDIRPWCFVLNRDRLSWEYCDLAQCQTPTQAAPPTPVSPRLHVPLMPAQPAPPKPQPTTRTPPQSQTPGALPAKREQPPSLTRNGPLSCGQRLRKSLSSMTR
Target sequence (P00748 373-615 limits assumed): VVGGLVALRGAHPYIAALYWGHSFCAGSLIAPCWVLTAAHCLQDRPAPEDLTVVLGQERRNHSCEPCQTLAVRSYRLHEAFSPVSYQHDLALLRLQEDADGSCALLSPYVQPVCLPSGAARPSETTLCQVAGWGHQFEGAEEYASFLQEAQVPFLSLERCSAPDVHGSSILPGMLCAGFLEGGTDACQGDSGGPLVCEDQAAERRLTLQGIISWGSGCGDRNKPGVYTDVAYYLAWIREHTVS
Cl transport mod: KCC2 (human) Cl- transport modulation; B-score of Tl+ flux slope (higher = more flux/activation; lower = inhibition) at 10 µM; Q9H2X9; actives 2.2% (n = 190,000); KCC2 cells, thallium flux FluoZin-2 fluorescence;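 active means thallium flux slope and its plate-corrected score both differing from the plate sample mean at a set confidence after two filtering rounds, in either direction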;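 further: slope of fluorescence scaled to starting intensity during 10 to 20 s after thallium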
p97 ATPase inh: human p97 ATPase inhibition; inhibition, % at 8 µM; actives 0.42% (n = 220,000); recombinant p97 ATPase, Kinase-Glo ATP luminescence, 3 h; P55072; in the data active means inhibition above about 15%;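 further: 0% = DMSO vehicle and 100% = wells lacking enzyme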
Wee1 degr inh: human Wee1 degradation inhibition, primary screen | P30291 | HeLa Luc-Wee1K328M stability, luciferase luminescence; 100% = proteasome inhibitor MG132 effect | reporter increase, % at 5 µM | actives 1.2% (n = 220,000);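 active means activation above the mean of all tested compounds plus 3 SD, set per screening run, cut at about 8.8% in these data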;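 further: cells exposed to compound for 20 h before luminescence read; 0% = DMSO alone and 100% = MG132 at 30 µM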
thrombin 1536: inhibitors of human thrombin; P00734; alpha-thrombin, Boc-VPR-AMC fluorogenic substrate cleavage; inhibition, % at 5 µM; actives 0.26% (n = 220,000);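 active means inhibition at or above 40%; inactive means inhibition below 40%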;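 further: 0% = enzyme with no compound and 100% = wells without enzyme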
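System – human alpha-thrombin protein · Reagent – Boc-VPR-AMC substrate, 15 µM final · Compound – 5 µM single dose in 0.2% DMSO · Schedule – reaction at room temperature · Technique – AMC fluorescence at 355 nm excitation and 460 nm emission · Read-out basis – % inhibition relative to enzyme controls and enzyme-free blanks · Control set – no-compound enzyme wells and no-enzyme blanks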
PERK inh: human PERK inhibition, primary cell-based screen; CHO PERK-DD fusion, SEAP luminescence translation reporter; AID 1416; Q9NZJ5; inhibition, % at 5.6 µM; actives 0.17% (n = 220,000);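 active means inhibition above the mean inhibition of all tested compounds plus 3 SD, set separately per screening campaign, cut at about 2.9% in these data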;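 further: PERK kinase domain activated by AP20187 dimerizer at 100 nM; 0% = DMSO with dimerizer and 100% = rapamycin at 8.4 µM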
The depositor's hits bear a star; [ ] = dose if it differs, or a comment.

How did COc1cc(S(=O)(=O)N2CCOCC2)ccc1NC(=O)c1cc2c(s1)CCC2 do in these assays?
Furin inh: -7; FXIa inh: -1; KLK5 inh: 9; FXIIa inh 1536: 6; Cl transport mod: -0.69; p97 ATPase inh: -2; Wee1 degr inh: -2; thrombin 1536: -6; PERK inh: -1.2

What do the screens show for `NC(=O)CCNC(=O)c1ccc(Cl)cc1`?
Furin inh: 19[20 µM]; FXIa inh: 4; KLK5 inh: -16; FXIIa inh 1536: -3; Cl transport mod: -0.0061; p97 ATPase inh: 6; Wee1 degr inh: 3; thrombin 1536: -6; PERK inh: 0.6

How did Oc1ccccc1CNc1ccc2c(c1)OCCO2 do in these assays?
Furin inh: -12; FXIa inh: -2; FXIIa inh 1536: 4; Cl transport mod: -0.035; p97 ATPase inh: -1; Wee1 degr inh: 0; thrombin 1536: -8; PERK inh: -0.6

What do the screens show for `COc1ccc2c(c1OC)C(=O)OC2`?
Furin inh: -20; FXIa inh: 4; KLK5 inh: 0; FXIIa inh 1536: 4; Cl transport mod: 1.1; p97 ATPase inh: 6; Wee1 degr inh: 2; thrombin 1536: -9; PERK inh: 1.5

Results for Cc1cc(C)nc(NC(=O)CSc2nn(C)c(=S)s2)n1 ?
Furin inh: -13; FXIa inh: 2; KLK5 inh: -4; FXIIa inh 1536: 19; Cl transport mod: 0.95; p97 ATPase inh: 5; Wee1 degr inh: -1; thrombin 1536: 3; PERK inh: 0.6

How did CC(C)CCC(CC(C)O)C(=O)NNC(=S)Nc1ccccc1 (centres undefined) do in these assays?
Furin inh: -6; FXIa inh: -3; KLK5 inh: -12; FXIIa inh 1536: 0; Cl transport mod: -0.22; p97 ATPase inh: -7; Wee1 degr inh: -1; thrombin 1536: -12; PERK inh: -0.7

Results for CC(=O)c1cccc(NC(=O)CSCc2ccc(Br)cc2)c1 ?
Furin inh: -23; FXIa inh: 6; KLK5 inh: -29; FXIIa inh 1536: 7; Cl transport mod: 0.67; p97 ATPase inh: 5; Wee1 degr inh: 3; thrombin 1536: 0; PERK inh: 0.7

Results for C=CCc1ccc(OCCCCNC2CCCC2)c(OC)c1 ?
Furin inh: -21; FXIa inh: -4; KLK5 inh: -16; FXIIa inh 1536: -4; Cl transport mod: 0.12; p97 ATPase inh: -3; Wee1 degr inh: -1; thrombin 1536: 0; PERK inh: 0.8

How did CN(C)/C=C/C(=O)/C=C/c1ccc(Cl)cc1Cl do in these assays?
Furin inh: -5; FXIa inh: 0; KLK5 inh: -1; FXIIa inh 1536: 9; Cl transport mod: 0.24; p97 ATPase inh: -3; Wee1 degr inh: 1; thrombin 1536: -1; PERK inh: 0.1

What do the screens show for `Cc1cccc(C)c1NC(=S)N1CCC(c2ccccc2)C1` (centres undefined)?
Furin inh: -36; FXIa inh: 4; FXIIa inh 1536: 15; Cl transport mod: -1; p97 ATPase inh: 3; Wee1 degr inh: 1; thrombin 1536: 4; PERK inh: 0.4

How did Cn1c(SCc2nc3ccccc3[nH]2)nnc1-c1ccccn1 do in these assays?
Furin inh: -14[20 µM]; FXIa inh: -3; KLK5 inh: -4; FXIIa inh 1536: 11; Cl transport mod: -0.11; p97 ATPase inh: 5; Wee1 degr inh: 1; thrombin 1536: 2; PERK inh: -0.9

What do the screens show for `COC(=O)c1cccc(N(C(=O)c2cnccn2)C(C(=O)NCc2ccccc2)c2ccco2)c1` (centres undefined)?
Furin inh: -23[20 µM]; FXIa inh: -6; KLK5 inh: -31; FXIIa inh 1536: -1; Cl transport mod: 0.46; p97 ATPase inh: -8; Wee1 degr inh: 2; thrombin 1536: -6; PERK inh: -0.8

How did CC(C)=CCC/C(C)=C/C(=O)O do in these assays?
Furin inh: -28; FXIa inh: 2; KLK5 inh: 2; FXIIa inh 1536: 5; Cl transport mod: 0.82; thrombin 1536: 1

What do the screens show for `O=C(O)c1cccc(NS(=O)(=O)c2cccc3cccnc23)c1`?
Furin inh: -15; FXIa inh: -3; KLK5 inh: 1; FXIIa inh 1536: 3; Cl transport mod: 2.2; p97 ATPase inh: 1; Wee1 degr inh: -2; thrombin 1536: -3; PERK inh: 1.0

What do the screens show for `CS(=O)(=O)c1ccc(C(=O)NCC(c2ccco2)N2CCCCC2)cc1` (centres undefined)?
Furin inh: -25; FXIa inh: -10; KLK5 inh: -4; FXIIa inh 1536: 7; Cl transport mod: 0.69; p97 ATPase inh: -2; Wee1 degr inh: -1; thrombin 1536: -19; PERK inh: -0.4

How did Cc1cc(C(=O)CSc2nnc(N)s2)c(C)n1Cc1ccco1 do in these assays?
Furin inh: 0; FXIa inh: 4; KLK5 inh: 2; FXIIa inh 1536: 6; Cl transport mod: 0.77; p97 ATPase inh: -7; Wee1 degr inh: 4; thrombin 1536: 4; PERK inh: -0.2

What do the screens show for `COc1ccccc1-n1c(SCC(=O)Nc2ccc(C)cc2)nc(O)cc1=O`?
Furin inh: -12[20 µM]; FXIa inh: -3; KLK5 inh: -6; FXIIa inh 1536: 8; Cl transport mod: 0.03; p97 ATPase inh: 3; Wee1 degr inh: 0; thrombin 1536: 3; PERK inh: 0.7

What do the screens show for `COc1ccc(-n2c(SCC(=O)Nc3nc(C)cs3)nnc2-c2ccoc2C)cc1`?
Furin inh: -7[20 µM]; FXIa inh: 9; KLK5 inh: -5; FXIIa inh 1536: 16; Cl transport mod: -0.53; p97 ATPase inh: -1; Wee1 degr inh: -2; thrombin 1536: 2; PERK inh: -1.1

Results for O=C(c1noc2c1CCc1ccccc1-2)N1CCCc2ccccc21 ?
Furin inh: -24; FXIa inh: 5; KLK5 inh: 4; FXIIa inh 1536: 20; Cl transport mod: -3.1; p97 ATPase inh: -7; Wee1 degr inh: -1; thrombin 1536: 7; PERK inh: -0.2

How did O=C(COC(=O)c1cccc(S(=O)(=O)N2CCOCC2)c1)Nc1ncc(C(F)(F)F)cc1Cl do in these assays?
Furin inh: -6[20 µM]; FXIa inh: 1; KLK5 inh: -1; FXIIa inh 1536: 13; Cl transport mod: 0.062; p97 ATPase inh: -2; Wee1 degr inh: -1; thrombin 1536: -1; PERK inh: 0.0

Results for COc1ccc2c(C)cc(=O)[nH]c2c1 ?
Furin inh: -31[20 µM]; FXIa inh: -7; KLK5 inh: -4; FXIIa inh 1536: 0; p97 ATPase inh: 3; Wee1 degr inh: -2; thrombin 1536: -8; PERK inh: 0.9

What do the screens show for `CCCCC(=O)Nc1ccc(C(=O)Nc2ccc(S(=O)(=O)Nc3nccc(C)n3)cc2)cc1`?
Furin inh: -8; FXIa inh: 5; KLK5 inh: -16; FXIIa inh 1536: 10; Cl transport mod: 1.1; p97 ATPase inh: 7; Wee1 degr inh: -1; thrombin 1536: -3; PERK inh: 0.7

What do the screens show for `COc1ccc(CCCc2nnc(SCC(=O)Nc3nccs3)n2C)cc1C`?
Furin inh: -10[20 µM]; FXIa inh: -3; KLK5 inh: 2; FXIIa inh 1536: -3; Cl transport mod: 0.41; p97 ATPase inh: -11; Wee1 degr inh: 0; thrombin 1536: -8; PERK inh: -0.8

What do the screens show for `COc1ccc(NS(=O)(=O)c2cc(NC(=O)C3CCCO3)ccc2N2CCCC2)cc1` (centres undefined)?
Furin inh: -29; FXIa inh: 2; KLK5 inh: 12; FXIIa inh 1536: 11; Cl transport mod: -0.37; p97 ATPase inh: 1; Wee1 degr inh: -1; thrombin 1536: 3; PERK inh: 0.0

Compounds shown so far that contain an NH in an aromatic ring, in the order listed:
How did Cn1c(SCc2nc3ccccc3[nH]2)nnc1-c1ccccn1 do in these assays?
Furin inh: -14[20 µM]; FXIa inh: -3; KLK5 inh: -4; FXIIa inh 1536: 11; Cl transport mod: -0.11; p97 ATPase inh: 5; Wee1 degr inh: 1; thrombin 1536: 2; PERK inh: -0.9

Results for COc1ccc2c(C)cc(=O)[nH]c2c1 ?
Furin inh: -31[20 µM]; FXIa inh: -7; KLK5 inh: -4; FXIIa inh 1536: 0; p97 ATPase inh: 3; Wee1 degr inh: -2; thrombin 1536: -8; PERK inh: 0.9

Next results follow:
How did CC(C)(C)OC(=O)N1CCC[C@H]1C(=O)N/N=C/c1ccc2nccnc2c1 do in these assays?
Furin inh: -22; FXIa inh: 6; KLK5 inh: -5; FXIIa inh 1536: 6; Cl transport mod: 0.12; p97 ATPase inh: 1; Wee1 degr inh: 3; thrombin 1536: -2; PERK inh: 1.2

Results for Cc1ccnc(SCc2ccc([N+](=O)[O-])cc2)n1 ?
Furin inh: -15; FXIa inh: -6; FXIIa inh 1536: 10; Cl transport mod: -0.44; p97 ATPase inh: 2; Wee1 degr inh: 0; thrombin 1536: -4; PERK inh: 1.7

Results for CCOC(=O)C1C(=O)CC(C)(O)C(C(=O)OCC)C1c1ccc(Br)o1 (centres undefined) ?
Furin inh: -20; FXIa inh: 1; KLK5 inh: -12; FXIIa inh 1536: -2; Cl transport mod: 0.39; p97 ATPase inh: 1; Wee1 degr inh: -2; thrombin 1536: -10; PERK inh: -0.9

What do the screens show for `CCOc1ccc(-c2nnn(CCC#N)n2)cc1OC`?
Furin inh: -13; FXIa inh: -6; KLK5 inh: 0; FXIIa inh 1536: 1; p97 ATPase inh: 3; Wee1 degr inh: 6; thrombin 1536: -8; PERK inh: 0.8

Results for Cc1ccc(C(=O)/C=C/C(=O)O)cc1 ?
Furin inh: -15; FXIa inh: -8; KLK5 inh: -5; FXIIa inh 1536: 4; Cl transport mod: 0.58; p97 ATPase inh: 3; Wee1 degr inh: -2; thrombin 1536: -7; PERK inh: 0.6

What do the screens show for `CC1(C)C2CCC(C2)C1(C)NC(=O)C[N+](C)(C)C` (centres undefined)?
Furin inh: -21; FXIa inh: 4; KLK5 inh: 5; FXIIa inh 1536: 11; Cl transport mod: 0.082; p97 ATPase inh: 6; Wee1 degr inh: 5; thrombin 1536: 4; PERK inh: 1.4

Results for Cc1cccc(C)c1NC(=S)Nc1ccc(F)cc1 ?
Furin inh: -14; FXIa inh: -8; KLK5 inh: -24; FXIIa inh 1536: -1; Cl transport mod: -0.17; p97 ATPase inh: -1; Wee1 degr inh: 0; thrombin 1536: -1; PERK inh: 0.6

Results for Cc1cccc(N2CCN(C(=O)C3COc4ccccc4O3)CC2)c1C (centres undefined) ?
Furin inh: -12; FXIa inh: -7; KLK5 inh: -13; FXIIa inh 1536: -2; Cl transport mod: 0.16; p97 ATPase inh: -1; Wee1 degr inh: -1; thrombin 1536: -2; PERK inh: 0.5

How did S=C1NC[C@H](CC2CCCCC2)N1CCc1cccc2ccccc12 do in these assays?
Furin inh: -12; FXIa inh: -4; KLK5 inh: -2; FXIIa inh 1536: 0; Cl transport mod: 0.43; thrombin 1536: -10

What do the screens show for `CCc1nc(SCC(=O)Nc2ccnc3ccccc23)n[nH]1`?
Furin inh: -12[20 µM]; FXIa inh: -3; KLK5 inh: -9; FXIIa inh 1536: 11; Cl transport mod: 0.82; p97 ATPase inh: 4; Wee1 degr inh: 1; thrombin 1536: -8; PERK inh: 1.2

What do the screens show for `C=CCN=C1S/C(=C\c2ccc(N(C)C)cc2)C(=O)N1CC=C`?
Furin inh: -7; FXIa inh: 7; KLK5 inh: 4; FXIIa inh 1536: 11; p97 ATPase inh: 3; Wee1 degr inh: 2; thrombin 1536: 2; PERK inh: -0.5

Results for CC(C)C(NS(=O)(=O)c1cccc2nsnc12)C(=O)N1CCc2ccccc2C1 (centres undefined) ?
Furin inh: -23; FXIa inh: -14; KLK5 inh: 14; FXIIa inh 1536: -6; Cl transport mod: -1; p97 ATPase inh: 0; Wee1 degr inh: 0; thrombin 1536: -4; PERK inh: -0.5
